# mIDH1 inhibitor: qHTS for Inhibitors of mutant isocitrate dehydrogenase 1 (IDH1): qHTS | Potency, µM (titrated, usually from 76.6 µM), for the others: at the top dose activity change, negative = inhibition, actives largely listed as inhibitors | 0.093% of 390,000 active | IDH1-R132H enzyme, NADPH consumption, diaphorase/resazurin fluorescence | AID 602179, 2012 | Isocitrate dehydrogenase [NADP] cytoplasmic (Homo sapiens), O75874; note: potency is the fitted concentration of half-maximal effect; % is set by controls: 0 for no effect and ±100 for the full control effect; nearly all actives have a fitted effect of over 65% in size
# Target sequence (O75874 whole entry R132H, stated change not applied): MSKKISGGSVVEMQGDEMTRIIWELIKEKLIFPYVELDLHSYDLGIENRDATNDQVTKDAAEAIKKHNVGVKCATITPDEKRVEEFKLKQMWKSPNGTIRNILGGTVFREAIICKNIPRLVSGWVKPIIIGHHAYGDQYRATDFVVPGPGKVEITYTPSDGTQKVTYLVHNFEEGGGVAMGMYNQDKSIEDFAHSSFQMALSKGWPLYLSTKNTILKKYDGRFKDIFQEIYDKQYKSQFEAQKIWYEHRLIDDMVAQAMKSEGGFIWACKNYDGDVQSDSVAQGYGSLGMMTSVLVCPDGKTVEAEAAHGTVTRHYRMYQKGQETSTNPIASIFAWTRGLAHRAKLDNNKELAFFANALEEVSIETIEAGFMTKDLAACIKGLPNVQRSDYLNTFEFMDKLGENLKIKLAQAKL
#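 IDH1-R132H (0.5 ug/mL dispensed) in pH 7.5 Tris buffer was preincubated 30 min with compound, then given a substrate mix of 0.016 mM NADPH and 2 mM alpha-KG for 80 min at room temperature; remaining NADPH was read by diaphorase/resazurin fluorescence.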
# LDHA block: qHTS assay for inhibitors of human lactate dehydrogenase; purified LDHA, NADH/diaphorase-resazurin fluorescence; stronger effect = lower value; activity change, % (values are at about 110 or 230 µM); 0.15% of 480,000 active; in the data active = activity change below about -30%; inconclusive = mostly about -25% to -30%;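 note: plate controls were DMSO wells for no effect and wells without enzyme for full effect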
#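 Remaining NADH was detected by diaphorase (0.133 mg/mL) converting 37 µM resazurin to fluorescent resorufin, read at 0 and 20 minutes. The preceding 5-minute room-temperature reaction used 2 nM LDHA, 0.2 mM sodium pyruvate and 0.06 mM NADH at pH 7.4.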
# Vif-APOBEC3F blk: qHTS for Inhibitors of Vif-A3F Interactions: qHTS; HeLa A3F-eYFP + Vif (tagged APOBEC3F with the HIV-1 protein that degrades it), YFP fluorescence increase; Potency, µM (highest dose often 46.1 µM), for the others: top-dose activity, negative = active; 0.2% of 390,000 active; AID 602313, 2012; note: potency is the fitted concentration of half-maximal effect; % of control where 0% means no effect; nearly all actives have a fitted effect of over 65% in size
#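 Fluorescence increase (Ex 488/Em 500-530) after overnight compound treatment at 37 deg C flags inhibition of Vif-driven A3F-eYFP loss in stable HeLa A3F-eYFP/Vif cells seeded overnight beforehand.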
# TrxR1 substrate: qHTS Assay for Substrates of Mammalian Selenoprotein Thioredoxin Reductase 1 (TrxR1): qHTS | 0.01% of 390,000 active | purified TrxR1 substrate turnover, NADPH consumption readout | AID 588456, 2011 | Potency, µM (highest dose often 114 µM), for inactives: top-dose activity change, negative = substrate turnover; note: potency is the fitted concentration of half-maximal effect; % is set by controls: 0 for no effect and ±100 for the full control effect; nearly all actives have a fitted effect of over 50% in size
#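 Rat TrxR1, dispensed at 90 nM, was prereduced with 400 uM NADPH (final) for 5 min at ~22 deg C, then incubated with compound 15 min before 400 uM selenite. A first-read NADPH fluorescence drop versus no-compound background flagged substrates.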
# PI4K2A block: qHTS for small molecular inhibitors of PI4K2A. 0.13% of 420,000 active. purified PI4K2A, ADP-Glo luminescence, 1 h; stronger effect = lower value. Phosphatidylinositol 4-kinase type 2-alpha (Homo sapiens), Q9BTU6. activity change, negative = inhibition, % at 76.9 µM. AID 1346378, 2018; in the data active = activity change below about -50%; inconclusive = mostly about -30% to -49%;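 note: -100% = wells without enzyme as full effect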
# Target sequence (Q9BTU6 whole entry, looked up): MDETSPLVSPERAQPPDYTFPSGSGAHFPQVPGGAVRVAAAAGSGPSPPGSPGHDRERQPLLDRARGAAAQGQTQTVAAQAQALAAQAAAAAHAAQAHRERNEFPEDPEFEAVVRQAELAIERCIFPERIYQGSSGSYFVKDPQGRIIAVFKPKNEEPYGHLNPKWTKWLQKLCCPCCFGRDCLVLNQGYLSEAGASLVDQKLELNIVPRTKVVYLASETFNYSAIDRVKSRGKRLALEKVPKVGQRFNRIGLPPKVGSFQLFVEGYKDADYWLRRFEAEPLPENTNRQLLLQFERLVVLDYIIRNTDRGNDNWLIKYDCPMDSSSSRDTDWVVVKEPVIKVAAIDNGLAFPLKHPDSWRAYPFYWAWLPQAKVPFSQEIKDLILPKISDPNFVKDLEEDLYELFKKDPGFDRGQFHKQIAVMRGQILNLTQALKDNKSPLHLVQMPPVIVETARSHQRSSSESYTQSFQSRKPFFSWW
#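 Compounds are screened against recombinant PI4K2A using PI as substrate and ATP, the latter dispensed at 300 microM. Reactions run one hour at ambient temperature before ADP-Glo detection; full inhibition defined by wells lacking enzyme.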
# USP1-UAF1 inh: Inhibitors of USP1/UAF1: Primary Screen. Ubiquitin carboxyl-terminal hydrolase 1 (Homo sapiens), O94782. recombinant USP1/UAF1, Ub-Rhodamine cleavage fluorescence. Potency, µM (doses to about 57.1 µM), inactives show at the highest dose activity change, negative = inhibition, usual class: inhibitors. 0.23% of 390,000 active. AID 743255, 2014; note: potency is the fitted concentration of half-maximal effect; % is set by controls: 0 for no effect and ±100 for the full control effect; nearly all actives have a fitted effect of over 60% in size; inactives centre near -12
#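 USP1/UAF1 complex at 1 nM was preincubated with compound for 15 min at room temperature, then Ub-Rho substrate (150nM final) was added. Fluorescence (480/540 nm) was read kinetically, 6 reads every 60 seconds.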
# GRP78 ERSR act: qHTS for Inducers of the Endoplasmic Reticulum Stress Response (ERSR) in Human Glioma: qHTS | Potency, µM, inactives show at the highest dose activation, most hits filed as activators | U87-MG GRP78 promoter luciferase reporter, 16 h | 0.02% of 420,000 active | AID 602332, 2012; note: potency is the fitted concentration of half-maximal effect; series mostly up to about 76 µM; % of control where 0% means no effect; nearly all actives have a fitted effect of over 35% in size
#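 Stably transfected U87-MG glioma cells carrying a GRP78-based luciferase sensor; 16 h compound incubation. Luminescence end-point read 10 min after Bright-Glo addition at room temperature.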
# Vif-APOBEC3G blk: qHTS for Inhibitors of Vif-A3G Interactions: qHTS; DNA dC->dU-editing enzyme APOBEC-3G (Homo sapiens), Q9HC16; HeLa A3G-eYFP + Vif (tagged APOBEC3G with the HIV-1 protein that degrades it), YFP fluorescence, overnight; Potency, µM (titrated, usually from 46.1 µM), inactives show at the top dose activity, negative = active, actives largely listed as inhibitors; 0.076% of 410,000 active;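 note: potency is the fitted concentration of half-maximal effect; % is set by controls: 0 for no effect and ±100 for the full control effect; nearly all actives have a fitted effect of over 60% in size; hits raise eYFP signal because A3G escapes Vif-driven loss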
#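 Read-out is eYFP fluorescence (Ex 488/Em 500-530) from Vif-expressing HeLa A3G-eYFP cells; more signal means A3G escaped Vif-mediated degradation. Cells plated overnight, compound pinned in, incubated overnight at 37 deg C.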
# RXFP1 agonist: qHTS Assay for Agonists of the Relaxin Receptor RXFP1; Relaxin receptor 1 (Homo sapiens), Q9HBX9; HEK293T-RXFP1 cAMP TR-FRET, 30 min; response scale: percent of porcine relaxin response, buffer zero; Potency, µM (titrated, usually from 57.5 µM), for inactives: top-dose activation, actives largely listed as activators; 0.3% of 370,000 active; note: potency is the fitted concentration of half-maximal effect; % is set by controls: 0 for no effect and ±100 for the full control effect; nearly all actives have a fitted effect of over 60% in size; many of its hits are not listed in these tables
#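 cAMP rise read by TR-FRET after 30 min, 37C compound exposure (up to 58 uM) in RXFP1-transfected HEK293 cells with Ro 20174 present. EC50 from Hill-equation fits, with 29 nM porcine relaxin as 100% and buffer as basal.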
# Starred values were filed as active, the others as inactive; ? = inconclusive; · = no result given; & = joins results of further samples; [ ] = another dose, or the depositor's remark. Unless noted, calls come from the whole dose curve; as a rule, active = well fitted curve in the direction sought with a large enough effect; inconclusive = small, poorly fitted or top-dose-only effect, or another doubt; inactive = no such curve, though single readings can be large; an effect the other way counts as inactive or inconclusive. These rows are one share of the data; the hit share may differ from the screen's.
SMILES,mIDH1 inhibitor,LDHA block,Vif-APOBEC3F blk,TrxR1 substrate,PI4K2A block,USP1-UAF1 inh,GRP78 ERSR act,Vif-APOBEC3G blk,RXFP1 agonist
CCn1cc(C(=O)O)c(=O)c2cnc(N3CCN(C(=S)NC(=O)c4ccc(Cl)cc4Cl)CC3)nc21,2.9%,3.8,-6.7%,2.6%,-2.7,-2.7%,-3.1%,2.8%,1.1%
COc1cc(NC(=O)Cn2nc(C(F)(F)F)c3c2CCCC3)cc(OC)c1OC,?,2.0&-2.6,1.1%,-5.3%&3.6%,-16.9&2.0,-25.3%&-12.9%,-1.1%&-4.7%,1.5%&-1.9%,-0.5%&3.9%
CCn1c2ccccc2nc2cc3c(cc21)c(Cl)c(=O)c1ccccc13,-15.2%,17.3,5.5%,·,-24.6,?,-13.6%,-29.9%,·
CCc1c(C)c2ccc(O)c(CN3CCN(c4ccc(F)cc4)CC3)c2oc1=O,-7.4%,-4.2,7.4%,8.7%,0.5,-19.5%,-2.1%,2.3%,-0.9%
O=C(COc1ccccc1O)NC1CCCC1,-3.4%,-4.8,3.8%,7.3%[57.1 µM],-0.5,-21.5%,-0.7%,1.1%,0.6%
C/C(CCc1ccccc1)=N\NC(=O)COc1ccccc1C,2.2%,-4.8,-0.7%,4.0%[57.1 µM],2.5,-20.5%,0.5%,-7.1%,-0.6%
C#Cc1ccc(NC(=O)C2(C)CCN2C(=O)C2(c3ccccc3)CC2)cc1 (stereo not drawn),·,-3.4,·,·,-0.7,·,-0.6%,0.0%,·
CCc1ccc(CNC(=O)c2sc3nc[nH]c(=O)c3c2C)cc1,13.9%,2.7,-0.2%,0.3%[57.1 µM],-5.6,-9.9%,-3.1%,-4.3%,6.0%
C[C@H](O)[C@@H]1CN2CCc3c([nH]c4ccccc34)[C@@H]2C[C@@H]1N(C)C(=O)Nc1ccc(F)cc1,4.7%,-15.2,-11.7%,·,-3.3,-11.5%,-3.1%,-4.7%,·
O=C1c2ccccc2C(=O)N1CCCCN(C(=O)c1ccco1)c1ccc(Cl)cc1,8.0%,1.5,-17.7%,-0.4%,5.3,-17.7%,-7.4%,-4.0%,-0.2%
Cc1[nH]c(C)c(S(=O)(=O)N2CCN(c3ccc(Cl)cc3)CC2)c1C(=O)N1CCCC1,-4.9%,-0.9&-6.1,-8.6%,2.9%,-6.6,-27.3%,-6.1%,-5.9%,-0.1%
Cc1ccc(NC(=O)CN2C(=O)C(c3ccc(F)cc3)=NC23CCCCCC3)c(C)c1,·,-4.0,·,-1.1%,-5.3,-21.8%,·,·,-0.6%
Cc1cccc(OCC(=O)N/N=C/CC(C)c2ccccc2)c1C (stereo not drawn),0.5%,3.1,-0.9%,13.9%,-3.8,-11.3%,-5.0%,3.1%,1.4%
Cc1ccc(OCC(=O)Nc2ccc(NC(=O)c3cccs3)cc2)c(C)c1,1.5%,-7.4,?,25.0%,1.5,-21.5%,-5.6%,-9.7%,4.2%
CCn1cc2nc(SCc3cccc(OC)c3)n(Cc3ccc(Cl)cc3)c(=O)c2n1,5.3%,-6.1,8.1%,-5.7%,-0.9,-5.7%,-2.3%,1.6%,1.9%
Cc1ccc(S(=O)(=O)N2CCN(C(=O)CN(Cc3ccco3)Cc3cccs3)CC2)cc1,6.4%,-3.2,-11.8%,6.0%,10.3,-17.7%,-0.5%,-0.1%,·
O=C(Nc1ccc2c(c1)OCCO2)c1cnn(-c2ccccc2)n1,2.0%,-18.7,-0.9%,-2.7%,-2.3,-5.0%,-0.7%,-2.2%,-1.6%
O=C(CN1CCOCC1)N/N=C/c1cc2ccccc2nc1Cl,11.3%,-4.5,4.7%,-11.2%,-0.7,-7.2%,4.4%,3.6%,0.7%
COc1cc(C2C(C#N)=C(N)Oc3cc(N)ccc32)cc(OC)c1OC (stereo not drawn),2.1%,5.4,-17.8%,4.1%[57.1 µM],-1.0,-7.7%,-4.5%,?,0.7%
CC(NC(=O)c1ccc(Cl)s1)C1CCCO1 (stereo not drawn),6.1%,-4.9,-13.9%,7.3%,-1.0,-2.8%,0.1%,0.6%,2.5%
COc1ccc(-c2nc(C#N)c(N3CCC(C(N)=O)CC3)o2)cc1,4.7%,-4.8&-1.4,6.8%,218.4%[activator],-7.5,-11.2%,-2.4%&-4.5%,-3.4%&-0.9%,-0.3%
O=C(CCNC(=O)c1ccc([N+](=O)[O-])cc1)NC1CCCCC1,2.9%,-1.6,-6.9%,15.2%,0.1,-4.1%,5.4%,-2.2%,0.1%
CC1CCN(Cc2c(O)ccc3c(=O)c(-c4cccc(Cl)c4)c(C(F)(F)F)oc23)CC1,31.3%,-6.0,-3.0%,6.5%,1.0,-23.1%,-4.5%,3.1%,-1.3%
O=C(CCC(=O)Nc1ccc(F)cc1)N/N=C/c1c[nH]c2ccccc12,6.4%,1.3,7.7%,-10.5%,-0.3,-22.5%,-0.6%,-2.2%,-2.6%
CCOC(=O)C1CCCN(C(=O)c2[nH]c(C(F)(F)F)nc2-c2ccccc2)C1 (stereo not drawn),·,-5.0,·,·,-0.8,·,0.5%,-1.5%,·
Cc1c(NC(=S)NC(=O)C(C)(C)C)c(=O)n(-c2ccccc2)n1C,4.1%,-7.2,8.8%,-4.5%,2.5,-2.5%,-1.4%,-5.3%,2.6%
Cc1ccc(C(=O)O/N=C/c2ccc(N(C)C)cc2)cc1,1.6%,-3.2,4.0%,47.2%,2.1,-12.9%,1.6%,-6.8%,2.2%
Cc1cc(C)n2nc(SCc3nnc(SCc4ccccc4)s3)nc2n1,-3.7%,4.5,-1.4%,-5.2%,-1.7,-4.2%,0.4%,1.5%,3.1%
COc1ccccc1N1C(=O)CC(N2CCN(c3ccc(F)cc3)CC2)C1=O (stereo not drawn),5.0%,-7.5,-1.6%,-12.7%,1.2,0.7%,-4.2%,-0.4%,-2.2%
O=C(CCS(=O)(=O)c1ccc(Br)s1)N1CCc2ccccc21,5.0%,-3.9,-5.7%,-2.6%,-2.8,-2.2%,5.6%,-2.6%,1.7%
COCC(=O)OCc1cc2cccc(C)c2[nH]c1=O,10.1%,-0.8,-17.5%,14.3%,6.5,-14.2%,-2.7%,1.0%,5.8%
CCCNC(=O)c1cc(C2CCCN(C(=O)c3ccccc3)C2)on1 (stereo not drawn),·,-0.5,·,·,-3.0,·,-2.1%,2.3%,·
CCOC(=O)CCC(=O)Nc1nnc2n1CCS2,0.0%,-4.4,3.5%,-5.9%[57.1 µM],1.6,-17.4%,-1.4%,2.2%,3.8%
CCOc1ccccc1C(=O)Nc1nnc(CC)s1,2.1%,-2.3,-2.0%,8.9%[57.1 µM],4.5,-18.3%,0.4%,-1.4%,-1.2%
O=C(CSc1ccc2nnc(-c3cccnc3)n2n1)Nc1ccccc1F,4.0%,0.5,-0.4%,·,-1.8,-24.3%,-1.1%,-2.4%,·
CCCCC(=O)Nc1nnc(-c2ccc(OC)cc2)s1,1.2%,1.7,0.2%,17.0%,8.8,-2.5%,1.2%,0.2%,-3.2%
Cc1nnc(Cn2cnc3c2c(=O)n(C)c(=O)n3C)o1,6.8%,-1.3,-15.9%,-16.9%[57.1 µM],5.2,-17.8%,-1.5%,-0.1%,18.0%
O=C(CSCCO)Nc1cc(C(F)(F)F)ccc1Cl,4.7%,-1.8,-3.1%,2.0%,-2.9,-12.6%,-7.4%,2.7%,0.5%
Cc1cn([C@H]2C[C@H](O)[C@@H](CNCc3ccc4ncccc4c3)O2)c(=O)[nH]c1=O,13.1%,-1.9,-3.5%,·,8.8,-16.7%,-6.1%,-4.0%,·
Cc1cnc(C(=O)Nc2nnc(C3CC3)s2)cn1,17.9%,0.0,0.7%,-4.0%,-0.7,-6.1%,-2.8%,-3.6%,-1.5%
Cc1cc(=O)[nH]c(SCC(=O)N2CCCc3ccccc32)n1,-1.4%,-5.3,-8.7%,8.4%,-1.5,-22.9%,-0.9%,2.8%,-0.1%
COc1ccc(NC(=O)OCCN2CCN(Cc3ccccc3)CCC2=O)cc1,-2.2%,-7.1,-1.3%,-0.5%,-4.0,10.4%,4.2%&-2.0%,-3.9%,2.2%

# Limited to USP1-UAF1 inh, for 2 of the compounds above:
mol	USP1-UAF1 inh
COc1ccc(NC(=O)OCCN2CCN(Cc3ccccc3)CCC2=O)cc1	10.4%
O=C(CSCCO)Nc1cc(C(F)(F)F)ccc1Cl	-12.6%
